Compound activity from PubChem.
AmpC no deterg – inhibitors of E. coli AmpC beta-lactamase without detergent; AmpC nitrocefin hydrolysis, absorbance 480 nm, 0.0001% Triton; P00811; Potency, µM (top dose mostly 57.1 µM), for inactives: at the highest dose activity change, negative = inhibition, most hits filed as inhibitors; 0.52% of 330,000 active;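 further: potency means the concentration at half of the fitted maximal effect; plate controls were no compound for no effect and no enzyme for full effect; nearly all actives have a fitted effect of over 20% in size; some results filed as inactive show a strong effect at the top dose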
Target sequence (P00811 whole entry, looked up): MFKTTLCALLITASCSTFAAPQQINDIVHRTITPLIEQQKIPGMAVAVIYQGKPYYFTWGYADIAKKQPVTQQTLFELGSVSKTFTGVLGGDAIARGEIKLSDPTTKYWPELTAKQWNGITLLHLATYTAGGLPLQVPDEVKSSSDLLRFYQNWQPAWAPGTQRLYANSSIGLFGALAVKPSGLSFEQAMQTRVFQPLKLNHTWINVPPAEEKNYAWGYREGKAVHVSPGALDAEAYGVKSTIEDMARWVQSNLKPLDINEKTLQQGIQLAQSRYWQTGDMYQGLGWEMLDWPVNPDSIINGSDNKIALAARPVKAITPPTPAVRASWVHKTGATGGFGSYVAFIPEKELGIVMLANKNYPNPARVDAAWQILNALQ
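20 mM phosphate pH 7.0 + 0.01% (detergent screen) or 0.0001% Triton X-100; 5.3 nM AmpC reagent; cpd preinc 15 min RT; nitrocefin (800 uM stock) to start; A480 q20 s × 4 min; Activity was normalised to no-enzyme and no-compound control wells.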
LmPK inh – LmPK (Leishmania mexicana) enzyme inhibition; Potency, µM (series often up to 57.5 µM), for inactives: at the top dose activity change, negative = inhibition, most hits filed as inhibitors; 0.37% of 290,000 active; Q27686; purified LmPK, Kinase-Glo ATP luminescence, 1 h; AID 1721; further: potency means the concentration at half of the fitted maximal effect
Target sequence (Q27686 whole entry, looked up): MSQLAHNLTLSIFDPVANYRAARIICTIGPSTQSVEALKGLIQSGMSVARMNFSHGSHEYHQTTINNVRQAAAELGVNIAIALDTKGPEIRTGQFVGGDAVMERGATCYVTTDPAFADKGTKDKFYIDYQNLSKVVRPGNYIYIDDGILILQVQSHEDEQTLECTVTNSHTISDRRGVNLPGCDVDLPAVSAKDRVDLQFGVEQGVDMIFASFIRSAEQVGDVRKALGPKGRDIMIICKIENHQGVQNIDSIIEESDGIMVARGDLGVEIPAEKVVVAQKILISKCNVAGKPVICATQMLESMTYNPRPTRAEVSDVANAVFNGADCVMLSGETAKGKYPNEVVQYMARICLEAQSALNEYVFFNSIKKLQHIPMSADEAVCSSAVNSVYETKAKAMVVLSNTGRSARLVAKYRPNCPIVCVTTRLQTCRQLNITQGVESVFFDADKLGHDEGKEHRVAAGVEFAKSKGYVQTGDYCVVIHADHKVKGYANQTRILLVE
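Pyruvate kinase activity monitored as ATP production (luciferase luminescence). Conditions: 0.1 nM enzyme, 0.5 mM PEP, 0.1 mM ADP, 1 h, RT; normalized against uninhibited and no-enzyme wells.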
Sm TGR block – inhibitors of Schistosoma mansoni thioredoxin glutathione reductase; AID 485364; Potency, µM (top dose mostly 114 µM), inactives show top-dose activity change, negative = inhibition, hits mostly inhibitors; purified TGR, DTNB reduction, TNB absorbance 405 nm; 3% of 360,000 active; further: potency means the concentration at half of the fitted maximal effect; nearly all actives have a fitted effect of over 60% in size
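TGR 20 nM + NADPH 100 uM (dispensed conc.), cpd preinc 15 min RT; start with NADPH (500 uM addition) then DTNB (15 mM addition). Kinetic TNB absorbance, 405 nm filter. Four-parameter Hill fit across titration.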
AmpC inh detg – inhibitors of E. coli AmpC beta-lactamase with detergent | 0.041% of 370,000 active | Potency, µM (doses to about 114 µM), without a hit: at the top dose activity change, negative = inhibition, most hits filed as inhibitors | AmpC hydrolysis of nitrocefin, absorbance 480 nm, 0.01% Triton;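 further: potency means the concentration at half of the fitted maximal effect; 0% = no-compound wells and -100% = no-enzyme wells; nearly all actives have a fitted effect of over 25% in size; some results filed as inactive show a strong effect at the top dose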
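20 mM phosphate pH 7.0 + 0.01% (detergent screen) or 0.0001% Triton X-100; 5.3 nM AmpC reagent; cpd preinc 15 min RT; nitrocefin (800 uM stock) to start; A480 q20 s × 4 min; Activity was normalised to no-enzyme and no-compound control wells.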
AMA1 RON2 block – AMA1-RON2 (P. falciparum) interaction inhibition; AID 720542; 0.2% of 360,000 active; Potency, µM (titrated, usually from 58.2 µM), without a hit: top-dose activity change, negative = inhibition, hits mostly inhibitors; AlphaScreen AMA1-biotinylated RON2 peptide binding;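 further: potency means the concentration at half of the fitted maximal effect; 0% = vehicle wells and -100% = peptide control; nearly all actives have a fitted effect of over 45% in size; some results filed as inactive show a strong effect at the top dose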
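AMA1 (3D7) with his tag at 25 nM final met compounds first, then biotinylated RON2 peptide at 25 nM; detection used donor plus acceptor beads, 10 µg/mL apiece, read by AlphaScreen after 30 min at room temperature.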
HCMV inh – inhibitors of human cytomegalovirus; activity change, negative = inhibition, % at 57.5 µM; AID 1259415; HFF cells, HCMV-luciferase reporter, 72 h; hits give low values; 4.5% of 410,000 active; in the data active means activity change below about -60%; inconclusive means no clear call, values can overlap the other calls; inactive means above about -39%
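Human foreskin fibroblasts infected with luciferase-reporter HCMV at MOI 1 PFU/cell, compounds at two doses. Luciferase measured 72 h post infection; normalized to buffer-only basal and Salinomycin (10uM) controls.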
TbPYK inhibitor – T. brucei pyruvate kinase inhibition. Q57TT1. TbPYK enzyme, Kinase-Glo Plus ATP luminescence, 45 min. Potency, µM (titrated, usually from 76.8 µM), without a hit: at the highest dose activity, negative = inhibition, usual class: inhibitors. 0.12% of 410,000 active. AID 624173; further: potency means the concentration at half of the fitted maximal effect; nearly all actives have a fitted effect of over 50% in size
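ADP (130 uM final) triggers the TbPYK reaction after compound addition; incubation is 45 min at room temperature. Kinase-Glo Plus is then added and luminescence imaged. Normalized data are fitted to concentration-effect curves.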
* hit, by the source's call; ? = inconclusive; / = not tested or not shown; & = joins results of further samples; [ ] = dose if it differs, or a comment. Unless noted, the call rests on the fitted dose curve; in most records, active means well fitted curve in the direction sought with a large enough effect; inconclusive means small, poorly fitted or top-dose-only effect, or another doubt; inactive means no such curve, though single readings can be large; an effect the other way counts as inactive or inconclusive. Unless noted, on the % scale 0 is the no-effect control and ±100 the full control effect.

smiles | AmpC no deterg | LmPK inh | Sm TGR block | AmpC inh detg | AMA1 RON2 block | HCMV inh | TbPYK inhibitor
COC(=O)c1ccccc1NC(=S)N(Cc1ccc2c(c1)OCO2)Cc1cc2cc(OC)ccc2[nH]c1=O | -20% | -2% | -4% | ? | -7% | ? | -6%
Cc1ccc(NC(=O)C(OC(=O)c2ccccc2Cl)c2ccccc2)cc1Cl (centres undefined) | -32% | 2% | -2% | -9% | 13% | ? | -19%
CCOC(=O)Cc1nnc(NC(=O)C(CC)Sc2nc(C)cc(C)n2)s1 (centres undefined) | -5% | 8% | -31% | ? | 15% | ? | 2%
CCOc1ccccc1C(=O)Nc1cc(OC)ccc1OC | 17% | -1% | 1% | -4% | -14% | -16 | 1%
COc1ccc(CNc2ccncc2)c(OC)c1OC | / | / | / | / | -4% | -9 | 1%
CCc1c(C)sc(NC(=O)CSc2nc3c(c(C(F)(F)F)n2)CCc2ccccc2-3)c1C#N | -11% | 2% | -2% | -5% | 10% | -25 | -23%
O=C(c1ccco1)N1CCN(C2CC(=O)N(c3ccc(C(F)(F)F)cc3)C2=O)CC1 (centres undefined) | 108%[activator] | -1% | 50µM* | -4% | -24% | 4 | 3%
C=CCN(CC=C)CCOc1cccc2ccccc12 | -4% | 0% | 7% | 2% | ? | 7 | 21%
CC(C)N(CCCNC(=O)c1ccc(N2CCCC2=O)cc1)Cc1ccccc1 | -31% | -2% | 2% | 6% | -3% | 0 | 0%
CCn1c(C)nc2cc(C(=O)NNS(=O)(=O)c3ccc(C)cc3C)ccc21 | -29% | 3% | 2% | -10% | 0% | -12 | -3%
COc1ccccc1NC(=O)N1CCCC(c2nc3c(nnn3Cc3ccc(C)cc3)c(=O)[nH]2)C1 (centres undefined) | 79%[activator] | 4% | 4% | -11% | -2% | -16 | 2%
CC1(c2nnnn2-c2ccc3c(c2)OCCO3)CCC(=O)N1CCCn1ccnc1 (centres undefined) | / | / | / | / | -4% | -7 | -3%
Cc1ccc(CNCC2CCCO2)s1 (centres undefined) | 3% | -4% | 0% | ? | -12% | 21 | -3%
CC(=O)N1CCN(c2ccc(NC(=O)c3ccc(C)c([N+](=O)[O-])c3)cc2)CC1 | 28% | -1% | -17% | -4% | -15% | -18 | -7%
Cc1ccc(C(=O)NCC(=O)OCC(=O)NCC(F)(F)F)cc1 | -10% | -3% | 9% | -12% | 1% | 0 | 1%
Cn1c(SCC(=O)NCc2ccc3c(c2)OCO3)nnc1-c1cc2ccccc2cc1O | -56% | 0% | 1% | -14% | 9% | -14 | /
O=C(Oc1ccc(Br)cc1)C1CC(=O)N(c2ccc(F)cc2)C1 (centres undefined) | -1% | 2% | 0% | 1% | 6% | -7 | 1%
COc1ccc2[nH]c(C)c(CN3CCCCC3)c(=O)c2c1 | -24% | 5% | 10% | -1% | 9% | -40 | -1%
CCOc1ccc(CC(=O)Nc2c(C(N)=O)oc3ccc(Br)cc23)cc1OCC | -11% | -3% | 9% | -12% | 8% | -3 | 2%
CCCN(CCC)CC(=O)N1CC(=O)Nc2ccccc21 | -6% | 0% | 0% | -11% | 14% | -25 | 5%

Some entries already given with just LmPK inh, TbPYK inhibitor and HCMV inh.
canonical_smiles	LmPK inh	TbPYK inhibitor	HCMV inh
CC1(c2nnnn2-c2ccc3c(c2)OCCO3)CCC(=O)N1CCCn1ccnc1 (centres undefined)	/	-3%	-7
O=C(c1ccco1)N1CCN(C2CC(=O)N(c3ccc(C(F)(F)F)cc3)C2=O)CC1 (centres undefined)	-1%	3%	4
CCn1c(C)nc2cc(C(=O)NNS(=O)(=O)c3ccc(C)cc3C)ccc21	3%	-3%	-12

(continued)
smiles | AmpC no deterg | LmPK inh | Sm TGR block | AmpC inh detg | AMA1 RON2 block | HCMV inh | TbPYK inhibitor
COc1cc(S(=O)(=O)N(Cc2ccc(C)cc2)Cc2ccco2)ccc1-n1cnnn1 | 24% | 5% | 0% | -21% | -4% | ? | 6%
O=C(c1cc([N+](=O)[O-])cc([N+](=O)[O-])c1)N1CCN(C(=O)c2ccco2)CC1 | -1% | 5% | -21% | 8% | 3% | 11 | 0%
Cc1cccc(C(=O)NCC(=O)N2CCN(S(=O)(=O)/C=C/c3ccccc3)CC2)c1 | -10% | / | -2% | 5% | 4% | -7 | 4%
CCOC(=O)C1=C(CC)Nc2ccccc2N=C1NC(=O)Nc1ccccc1OC | -15% | 1% | 0% | ? | 50%[activator] | 7 | -9%
COc1cc(NC(=O)c2ccccc2)c(OC)cc1NC(=O)CN1CCN(c2ccccn2)CC1 | 148%[activator] | -5% | 0% | -4% | -25% | 0 | -10%
COc1ccccc1-c1nnc2n1N=C(C)CS2 | 3% | 3% | -19% | -14% | -2% | -1 | -16%
Cc1ccc(N2CC(=O)N(c3ccc(C)cc3)CC2=O)cc1 | -2% | 0% | 10% | 6% | -8% | -11 | 2%
c1nc(NCc2ccc3c(c2)OCO3)c2cc(-c3ccc4c(c3)OCCO4)ccc2n1 | -20%&-21% | / | -1% | -13% | / | -28 | -1%
Cc1ccc(C(=O)NCC(=O)OCC(=O)Nc2ccc(Cl)cc2C(F)(F)F)cc1C | 24% | 0% | 1% | -15% | 2% | -25 | 1%
COc1cc(NS(=O)(=O)c2cc3c(cc2C)N(C)CCO3)cc(OC)c1OC | / | / | 6% | 26% | / | 7 | -4%
CCCCn1c(CNC(=O)C23CC4CC(CC(C4)C2)C3)nnc1SCC(=O)Nc1nnc(C)s1 | 12% | -1% | 2% | ? | 0% | 27 | 3%
N#Cc1nc(Cc2ccccc2)oc1N1CCC(Cc2ccccc2)CC1 | -15% | 0% | 3% | -11% | ? | 2 | 0%
Cc1cc(C)n(CCNC(=O)C2CCC(=O)N(Cc3ccc(Cl)cc3)C2)n1 (centres undefined) | 32% | 3% | -32% | ? | 0% | ? | 0%
COc1ccc(NC(=O)c2ccco2)c(NC(=O)c2ccc([N+](=O)[O-])cc2)c1 | -6% | 6% | 5% | -7% | 3% | / | 0%
O=C(N/N=C\c1ccc[nH]1)c1cncc(Br)c1 | -8% | -5% | 0% | 1% | 64%[activator] | -40 | 6%
COc1ccccc1NS(=O)(=O)c1cccc(C(=O)N2CCCC2)c1 | 0% | / | / | / | -14% | 3 | 0%
COc1cccc2c1SCc1ccccc1C2CC(N)=O (centres undefined) | / | / | / | / | 0% | 91 | ?
Cc1cc(/C=C(\C#N)C(=O)NC2CCCCCC2)c(C)[nH]1 | -40% | -2% | ? | ? | -1%[2.32 µM] | -15 | -2%
COCCN(C(=O)c1snc(C(N)=O)c1N)C(C(=O)NC1CCCCC1)c1ccc(N(C)C)cc1 (centres undefined) | 62%[activator] | -3% | 7% | ? | 1% | 42 | 1%
COc1ccc(C(=O)CSc2nnc(-c3cc4ccccc4cc3O)n2Cc2ccco2)cc1 | -44% | 3% | ? | -2% | 31%[activator] | -25 | 2%
COCCCNC(=O)C(=O)N/N=C/c1ccc(OCC(=O)Nc2cccc(Cl)c2C)c(OC)c1 | 85%[activator] | 0% | 6% | ? | 10% | -17 | -4%
O=S(=O)(Nc1ccccc1N1CCCCC1)c1cccs1 | -28% | 4% | 0% | 1% | ? | 5 | 0%
CCOC(=O)CC(SP1(=S)OCC2(CCCCO2)C(C2CCCCO2)O1)C(=O)OCC (centres undefined) | / | / | / | / | 11% | 4 | -5%
CCCCNC(=O)N1CCc2ccccc2C1 | 3% | 0% | 5% | ? | -2% | -34 | 7%
NS(=O)(=O)c1ccc(CCNC(=O)Cn2c(-c3cccs3)cc3ccccc32)cc1 | / | / | 0% | 5% | / | 14 | -3%
COc1cccc(C2=NOC(C(=O)NCc3cccs3)C2)c1 (centres undefined) | -17% | -2% | 4% | 0% | -5% | 15 | 0%
CC(C)[C@H](NC(=O)OCc1ccccc1)C(=O)OCC(=O)Nc1c(F)cccc1F | -18% | -5% | -20% | 9% | 3% | -22 | -5%
Cc1ccc([N+](=O)[O-])cc1NC(=O)CN1CCCCC1 | -3% | -5% | -9% | -3% | 26% | 26 | -1%
O=C(Nc1ccc(Cl)cc1)N1CCC(CO)(Cc2ccccc2)CC1 | 1% | 8% | -10% | 6% | 6% | -20 | -2%
Cc1cc(OCC(=O)OCC(=O)c2ccc[nH]2)ccc1Cl | -22% | / | -3% | -27% | -16% | -3 | 4%
CCOc1ccc(Nc2nc(N)c(C(=O)c3ccccc3Cl)s2)cc1 | / | / | -2% | 1% | / | -90* | -1%
Cc1ccc(S(=O)(=O)N(C)c2ccc(OC(=O)CN3C(=O)NC4(CCCC4)C3=O)cc2)cc1 | 71%[activator] | / | 19% | 8% | -2% | -37 | 5%
COc1cc(CN2C(=S)NC(C)(C)CC2(C)O)cc(OC)c1 (centres undefined) | -8% | 0% | 1% | -4% | 3% | -21 | -8%
COc1ccc(-c2c(Sc3ccccc3)c3cc(-c4ccc(OC)c(F)c4)ccc3n2C)cc1 | / | / | / | / | 3% | -5 | 1%
N/C(Cc1ccc([N+](=O)[O-])cc1)=N\OC(=O)COc1ccc2ccccc2c1 | -35% | -1% | 1% | -2% | 0% | 15 | -9%
CCS(=O)(=O)CCSc1nc(C)cc(C)n1 | -13% | 0% | -23% | -13% | -7% | -1 | 2%
CCOC(=O)C1CNc2cc(S(=O)(=O)CC)ccc2O1 (centres undefined) | -5% | -1% | 3% | -10% | -1% | -11 | -17%
CC(C)(C)c1ccc(S(=O)(=O)Nc2cccc(C3OCCCO3)c2)cc1 | -9% | -1% | -1% | ? | 11%[2.32 µM] | -34 | 5%
COc1cc(NC(=O)c2cc(-c3ccccc3)nc3c2cnn3C(C)C)cc(OC)c1OC | -22% | / | / | / | -1% | / | 9%
Cc1ccc(S(=O)(=O)NCCC(=O)NCCN2CCCCCC2)cc1 | 56% | 3% | -18% | 2% | 0% | ? | -2%
Cc1ccc(NC(=O)C2CCC(N3C(=O)C4CCCCC4C3=O)CC2)cc1 (centres undefined) | 18% | -3% | -4% | -5% | -5% | 9 | 0%
